USP1 inh: inhibitors of human USP1/UAF1 deubiquitinase | recombinant USP1/UAF1, Ub-Rhodamine cleavage fluorescence | Potency, µM (top dose mostly 57.1 µM), without a hit: top-dose activity change, negative = inhibition, usual class: inhibitors | 390,000 compounds, 0.23% hits | O94782; further: on the % scale 0 is the no-effect control and ±100 the full control effect; nearly all actives have a fitted effect of over 60% in size; inactives centre near -12
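USP1/UAF1 complex (1 nM) preincubated 15 min at room temperature with compound, then Ub-Rho substrate (150 nM final) added. Kinetic fluorescence at 480/540 nm over 6 reads at 60 s intervals; 50 mM HEPES pH 7.8, 0.5 mM EDTA, 0.1 mg/ml BSA, 1 mM TCEP, 0.01% Tween-20.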
RGS4 inhibitor: inhibitors of human regulator of G protein signaling 4; P49798; Transcreener GDP fluorescence polarization, RGS4-accelerated GTP hydrolysis; Potency, µM (series often up to 114 µM), inactives show at the top dose activity change, negative = inhibition, usual class: inhibitors; 390,000 compounds, 0.039% hits; further: on the % scale 0 is the no-effect control and ±100 the full control effect; nearly all actives have a fitted effect of over 75% in size; some results filed as inactive show a strong effect at the top dose
Target sequence (P49798 whole entry, looked up): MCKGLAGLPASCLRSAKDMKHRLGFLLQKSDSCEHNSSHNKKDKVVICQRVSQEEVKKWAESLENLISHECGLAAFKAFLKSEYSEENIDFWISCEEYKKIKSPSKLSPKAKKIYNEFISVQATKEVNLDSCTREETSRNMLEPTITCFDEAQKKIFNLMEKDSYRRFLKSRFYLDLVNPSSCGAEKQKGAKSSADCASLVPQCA
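MLSMR compounds (23 nl, pin-transferred) preincubated 10 min at room temperature with a 500nM (2x) first reagent, then RGS4 at 900nM (2x) plus Transcreener GDP mix added; fluorescence polarization (620/688 nm) read before and after 90 min at 30 °C.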
ALOX12 inh: ALOX12 (human) lipoxygenase inhibition. P18054. purified 12hLO, xylenol orange hydroperoxide absorbance. Potency, µM (titrated, usually from 108 µM), without a hit: top-dose activity change, negative = inhibition, usual class: inhibitors. 580,000 compounds, 1.1% hits. AID 1671190; further: on the % scale 0 is the no-effect control and ±100 the full control effect
Target sequence (P18054 whole entry, looked up): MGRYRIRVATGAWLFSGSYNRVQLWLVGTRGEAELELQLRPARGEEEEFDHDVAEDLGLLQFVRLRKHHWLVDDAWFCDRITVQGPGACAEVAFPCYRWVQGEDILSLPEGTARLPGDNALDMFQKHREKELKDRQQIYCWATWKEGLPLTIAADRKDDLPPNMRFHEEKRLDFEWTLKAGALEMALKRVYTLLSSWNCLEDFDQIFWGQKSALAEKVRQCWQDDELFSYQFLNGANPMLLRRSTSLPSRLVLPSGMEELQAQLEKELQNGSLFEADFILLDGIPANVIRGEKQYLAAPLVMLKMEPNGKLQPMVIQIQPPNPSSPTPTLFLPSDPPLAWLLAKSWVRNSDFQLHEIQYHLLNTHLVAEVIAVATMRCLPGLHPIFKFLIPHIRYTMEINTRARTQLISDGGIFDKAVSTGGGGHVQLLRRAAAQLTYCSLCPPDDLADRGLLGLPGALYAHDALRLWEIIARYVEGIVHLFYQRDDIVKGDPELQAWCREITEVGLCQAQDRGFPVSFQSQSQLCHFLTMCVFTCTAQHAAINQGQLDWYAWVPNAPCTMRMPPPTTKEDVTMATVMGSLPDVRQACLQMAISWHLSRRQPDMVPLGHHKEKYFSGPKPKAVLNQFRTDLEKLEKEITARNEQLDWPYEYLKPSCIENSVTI
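Purified human 12hLO (150 nM final) in 25 mM Hepes, 0.01% Triton X-100, pH 7.0 was preincubated 15 min at room temperature with compound. Then 40 uM arachidonic acid was added, 30 min. Hydroperoxide was read by Fe-XO absorbance ratio 573/405 nm.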
TrxR1 inh: blocks rat thioredoxin reductase 1; recombinant rTrxR1, NADPH fluorescence consumption, selenite substrate; Potency, µM (doses to about 114 µM), inactives show at the top dose activity change, negative = inhibition, hits mostly inhibitors; 390,000 compounds, 1% hits; AID 588453; further: on the % scale 0 is the no-effect control and ±100 the full control effect; nearly all actives have a fitted effect of over 65% in size
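Rat TrxR1 (90 nM in the dispensed reagent) was pre-reduced with 400 uM NADPH for 5 min at room temperature, then incubated with compound for 15 min. After 400 uM selenite was added, NADPH fluorescence (Ex 340/Em 450 nm) was followed for 8 min.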
RXFP1 agonist: activates the human relaxin receptor RXFP1; Q9HBX9; HEK293T-RXFP1 cAMP TR-FRET, 30 min; response scale: percent of porcine relaxin response, buffer zero; Potency, µM (titrated, usually from 57.5 µM), inactives show top-dose activation, most hits filed as activators; 370,000 compounds, 0.3% hits; further: on the % scale 0 is the no-effect control and ±100 the full control effect; nearly all actives have a fitted effect of over 60% in size; many of its hits are not listed in these tables
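HEK293 cells stably expressing RXFP1, treated 30 min at 37C with compounds plus PDE4 inhibitor Ro 20174; cAMP measured by HTRF TR-FRET. Normalized to buffer and 29 nM porcine relaxin; EC50 by Hill fit.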
Vif-APOBEC3G blk: Vif-A3G binding inhibition | AID 602310 | 410,000 compounds, 0.076% hits | Potency, µM (series often up to 46.1 µM), for the others: top-dose activity, negative = active, hits mostly inhibitors | HeLa A3G-eYFP + Vif (tagged APOBEC3G with the HIV-1 protein that degrades it), YFP fluorescence, overnight | Q9HC16;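 further: on the % scale 0 is the no-effect control and ±100 the full control effect; nearly all actives have a fitted effect of over 60% in size; hits raise eYFP signal because A3G escapes Vif-driven loss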
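Read-out is eYFP fluorescence (Ex 488/Em 500-530) from Vif-expressing HeLa A3G-eYFP cells; more signal means A3G escaped Vif-mediated degradation. Cells plated overnight, compound pinned in, incubated overnight at 37 deg C.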
TrxR1 substrate: is turned over as a substrate by rat TrxR1; 390,000 compounds, 0.01% hits; Potency, µM (highest dose often 114 µM), without a hit: top-dose activity change, negative = substrate turnover; O89049; AID 588456; purified TrxR1 substrate turnover, NADPH consumption readout; further: on the % scale 0 is the no-effect control and ±100 the full control effect; nearly all actives have a fitted effect of over 50% in size
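Rat TrxR1, dispensed at 90 nM, was prereduced with 400 uM NADPH (final) for 5 min at ~22 deg C, then incubated with compound 15 min before 400 uM selenite. A first-read NADPH fluorescence drop versus no-compound background flagged substrates.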
Vif-APOBEC3F blk: blocks the Vif interaction with APOBEC3F. HeLa A3F-eYFP + Vif (tagged APOBEC3F with the HIV-1 protein that degrades it), YFP fluorescence increase. Potency, µM (top dose mostly 46.1 µM), without a hit: at the top dose activity, negative = active. 390,000 compounds, 0.2% hits. AID 602313; further: % of control where 0% means no effect; nearly all actives have a fitted effect of over 65% in size
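Fluorescence increase (Ex 488/Em 500-530) after overnight compound treatment at 37 deg C flags inhibition of Vif-driven A3F-eYFP loss in stable HeLa A3F-eYFP/Vif cells seeded overnight beforehand.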
IDH1 R132H inh: human IDH1 R132H inhibition; O75874; IDH1-R132H enzyme, NADPH consumption, diaphorase/resazurin fluorescence; Potency, µM (titrated, usually from 76.6 µM), without a hit: at the top dose activity change, negative = inhibition, usual class: inhibitors; 390,000 compounds, 0.093% hits; further: on the % scale 0 is the no-effect control and ±100 the full control effect; nearly all actives have a fitted effect of over 65% in size
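IDH1-R132H (0.5 ug/mL dispensed) in pH 7.5 Tris buffer was preincubated 30 min with compound, then given a substrate mix of 0.016 mM NADPH and 2 mM alpha-KG for 80 min at room temperature; remaining NADPH was read by diaphorase/resazurin fluorescence.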
The depositor's hits bear a star; ? = inconclusive; . = no result given; & = joins results of further samples; [ ] = remark or other dose. The call rests on the fitted dose curve; in most records, active means well fitted curve in the direction sought with a large enough effect; inconclusive means small, poorly fitted or top-dose-only effect, or another doubt; inactive means no such curve, though single readings can be large; an effect the other way counts as inactive or inconclusive. Potency means the concentration at half of the fitted maximal effect.

SMILES | USP1 inh | RGS4 inhibitor | ALOX12 inh | TrxR1 inh | RXFP1 agonist | Vif-APOBEC3G blk | TrxR1 substrate | Vif-APOBEC3F blk | IDH1 R132H inh
COc1cc(NC(=O)CSc2nnnn2Cc2ccc3c(c2)OCO3)cc(OC)c1 | -9% | -10% | 0% | -4% | 0.6% | -5% | -6% | -4% | 9%
CCOc1cc(CN2CCCC(C(=O)c3cccc(C(F)(F)F)c3)C2)ccc1O (configuration not stated) | -2% | 28% | -11% | 14%[57.1 µM] | -2.1% | 3% | 3%[57.1 µM] | 0% | -4%
O=S(=O)(NC12CC3CC(CC(C3)C1)C2)c1ccc(F)cc1 | -14% | -18% | 5% | 11% | -2.5% | -7% | -3% | -5% | 2%
C/C=C/c1ccc(OCC(O)CNCC(c2ccc(OC)cc2)N(C)C)c(OC)c1 (configuration not stated) | -7% | 8% | -20% | -2% | 0.2% | 2% | 2% | 1% | 10%
CCOC(=O)Cn1c(C(C)=O)nc2ccccc21 | -15% | -10% | -8% | 10% | 0.2% | 2% | 11% | 2% | 8%
COC(=O)c1cccc(C23CC4(C2)[C@H](CN(Cc2cccnc2)[C@@H]4c2ccccc2)C3c2ccc(C(F)(F)F)cc2)c1 (some centres not stated) | -12% | 16% | ? | -15% | -8.0% | 1% | -7% | 6% | -2%
Cc1c(-n2c(SCC(N)=O)nc3ccccc3c2=O)c(=O)n(-c2ccccc2)n1C | -10% | -35% | -7% | 11%[57.1 µM] | 5.0% | -3% | 12%[57.1 µM] | -10% | -3%
Cc1oc(-c2ccc3c(c2)OCCO3)cc1C(=O)NC(CCC(=O)O)C(=O)O (configuration not stated) | -13% | -14% | -22% | -12% | 0.8% | 1% | 3% | 2% | 1%
COc1ccc2c(c1)c1c(c(=O)n(-c3cccc(C)c3)c(=O)n1Cc1cccc(Cl)c1)n2C | -7% | 7% | -18% | 26% | 20% | 1% | 58%[activator] | 0% | 0%
CCN(CC)S(=O)(=O)c1ccc(Cl)c(NC(=O)COC(=O)c2cccn2C)c1 | -6% | 7% | -2% | 11%[57.1 µM] | 4.7% | 2% | 4%[57.1 µM] | 5% | 4%
O=C1c2cccc3cccc(c23)C(=O)N1CCCSc1ncn[nH]1 | -12% | -24% | 23% | 7% | 4.5% | 6% | 8% | 1% | 0%
Cc1ccc(S(=O)(=O)Nc2ccc(N3CCCCC3)cc2)cc1 | -9% | -24% | ? | 4%[57.1 µM] | 0.7% | 0% | -2%[57.1 µM] | -1% | -9%
CC(=O)/C(=N\Nc1ccccc1Cl)Sc1nnc(-c2ccccc2)n1-c1ccccc1 | -22% | -25% | ? | -11% | 3.1% | 1% | -9% | 2% | -9%
CC(C)CC(OC(=O)c1nsc(Cl)c1Cl)C(=O)NCc1cccs1 (configuration not stated) | -2% | 21% | 5% | -11% | 0.3% | -1% | -10% | 7% | 0%
Cc1cc(C)nc(N/N=C/c2ccco2)n1 | -9% | -17% | 17% | -17% | -1.0% | -1% | -7% | -2% | 2%
Cc1ccc2c(COC(=O)C34CC5CC(CC(C5)C3)C4)cc(=O)oc2c1 | -10% | -11% | 7% | -8% | -0.4% | 4% | -6% | 0% | 0%
CN(C)CCNc1nc2c(c(=O)[nH]c(=O)n2C)n1CC(O)COc1ccc(Cl)cc1Cl (configuration not stated) | 3% | 5% | 0% | -10% | 1.5% | 0% | -4% | -2% | 3%
COc1cccc(/C=C/C(=O)c2c(O)cc(C)oc2=O)c1O | -29% | -1% | ? | ? | -2.7% | ? | -6%[57.1 µM] | -5% | 7%
CCC(=O)NNc1nc2c(C)c(C)ccc2s1 | -22% | -24% | -18% | -7% | 1.6% | 2% | -7% | 3% | 4%
Cc1ccc2cc(CCNC(=O)c3ccc4c(c3)OCO4)c(=O)[nH]c2c1 | -27% | -4% | -25% | 5% | 0.4% | 1% | 5% | -2% | -4%
O=C(CS(=O)(=O)c1ccccc1)NCc1ccc(Cl)cc1 | -8% | -13% | 10% | 17% | 0.1% | 2% | 6% | 1% | 0%
CCOC(CN=c1nc(N(C)C)ss1)OCC | -18% | -106% | 18µM* | 5%[11.4 µM] | . | -8% | 8%[11.4 µM] | -1% | -2%
CC(C)(C)C(=O)N1CCN(c2ccc(NC(=O)c3ccc([N+](=O)[O-])o3)cc2)CC1 | -26% | -4% | -12% | 21% | 2.7% | ? | 5% | -19% | 14%
Nc1ccc(O)cc1 | . | ? | ? | 14µM* | . | ? | ? | . | .
COc1ccc(S(=O)(=O)Nc2ccc(-c3ccc4nncn4n3)cc2)c(OC)c1 | -7% | ? | ? | -3% | 3.1% | -12% | -7% | 6% | -1%

Marked active in ALOX12 inh, among the entries above:
molecule	USP1 inh	RGS4 inhibitor	ALOX12 inh	TrxR1 inh	Vif-APOBEC3G blk	TrxR1 substrate	IDH1 R132H inh
CCOC(CN=c1nc(N(C)C)ss1)OCC	-18%	-106%	18µM*	5%[11.4 µM]	-8%	8%[11.4 µM]	-2%

Carrying on.
SMILES | USP1 inh | RGS4 inhibitor | ALOX12 inh | TrxR1 inh | RXFP1 agonist | Vif-APOBEC3G blk | TrxR1 substrate | Vif-APOBEC3F blk | IDH1 R132H inh
Cc1nc2nc[nH]n2c(=O)c1CCOC(=O)c1c(F)cccc1F | 0% | -29% | -12% | 8%[57.1 µM] | 11% | 3% | 12%[57.1 µM] | -3% | 3%
CCCNc1nc(OCC(F)(F)F)nc(OCC(F)(F)F)n1 | 4% | 26% | 17% | -7% | 2.2% | 1% | -4%[57.1 µM] | -1% | 17%
COc1ccc(OC)c2sc(NC(=O)CCSc3ccccc3)nc12 | -20% | -7% | 17% | -2%[57.1 µM] | 4.3% | 0% | -2%[57.1 µM] | -3% | 6%
OCCOc1ccc(C2=NCCO2)cc1 | -1% | 5% | 0% | 12% | -0.7% | 0% | 2% | -12% | -1%
CO/N=C(\c1nonc1N)N1CCN(c2ccc([N+](=O)[O-])cc2Cl)CC1 | -19% | 26% | -11% | -4% | -2.1% | 0% | 5%[57.1 µM] | 1% | 3%
CC(=O)Nc1sc(C)c(C)c1CN1CCN(S(=O)(=O)c2ccccc2)CC1 | -9% | -17% | 0% | 5%[57.1 µM] | 0.1% | 1% | 7%[57.1 µM] | 3% | 5%
CCN/N=C(\Cc1nc2ccccc2[nH]1)c1ccccc1 | -20% | -48% | 7% | -24% | -0.2% | -7% | -5%[57.1 µM] | -2% | 6%
CCOC(=O)CSc1nc2ccc(NC(=O)c3ccc(C)cc3)cc2s1 | -24% | -22% | 3%&-2% | 22% | 14% | -5% | 6% | -3% | 4%
Cc1cccc(OCC(=O)Nc2ccc(C(=O)OCc3cc(=O)n4nc(C5CC5)sc4n3)cc2)c1 | -5% | -1% | 6% | 16%[57.1 µM] | 23% | -4% | 5%[57.1 µM] | 2% | 1%
O=C(Nc1cccc(-c2nnn(CC(=O)N3CCc4ccccc4C3)n2)c1)C1CCC1 | -22% | -7% | 15% | 29% | -0.5% | 0% | 9% | 0% | 0%
Cc1ccc(N(CC(=O)NCc2ccncc2)S(C)(=O)=O)cc1Cl | 10% | 28% | 0% | 2% | 0.6% | -3% | 3% | -2% | 3%
Nc1cc(C(F)(F)F)ccc1Nc1ccccc1 | -20% | -7% | ? | 15% | -0.9% | 0% | -2% | 0% | -4%
CCN(c1ccccc1)S(=O)(=O)c1ccc2[nH]cc(C(=O)NCCOC)c(=O)c2c1 | -1% | -17% | 13% | -9% | 0.4% | -7% | -4% | . | -2%
CC[C@@]1(C(=O)OC)N[C@H](CN(C)C(=O)NC(C)C)[C@@H]2C(=O)N(C)C(=O)[C@@H]21 | -15% | 17% | -21% | 28% | . | -2% | 8% | -1% | 4%
c1ccc(CCc2nc(-c3ccc(-n4cccc4)cc3)no2)cc1 | -20% | 14% | -15% | 24% | 0.4% | 1% | 3% | -1% | -3%
COc1ccc(-c2nc(N)n(C(=O)c3ccccc3Cl)n2)cc1 | -19% | -1% | -27% | 10% | 1.8% | -15% | -3% | 0% | 0%
CCOC(=O)Nc1ccc2c(c1)N(C(=O)N1CCN(C)CC1)c1ccccc1CC2 | 2% | 4% | -6% | 18% | -2.2% | 0% | 7% | -5% | 2%
CC(Sc1nnc2ccc3ccccc3n12)C(=O)Nc1ccc(Cl)cc1 (configuration not stated) | -5% | -14% | 0% | 3% | 12% | 4% | 1% | -7% | -2%
Cc1ccc(C)c(NC(=S)N2CCC(c3nc4ccccc4s3)CC2)c1 | -8% | -5% | ? | 7%[57.1 µM] | -0.5% | 1% | 0%[57.1 µM] | -5% | 0%
CCC(=O)Nc1ccc(C(=O)CSc2nc3ccc(C)cc3[nH]2)cc1 | -5% | -2% | -10% | 10% | 2.4% | -8% | 0% | -2% | 4%

2 entries drawn at random from those above:
SMILES | USP1 inh | RGS4 inhibitor | ALOX12 inh | TrxR1 inh | RXFP1 agonist | Vif-APOBEC3G blk | TrxR1 substrate | Vif-APOBEC3F blk | IDH1 R132H inh
Cc1cccc(OCC(=O)Nc2ccc(C(=O)OCc3cc(=O)n4nc(C5CC5)sc4n3)cc2)c1 | -5% | -1% | 6% | 16%[57.1 µM] | 23% | -4% | 5%[57.1 µM] | 2% | 1%
COc1ccc(OC)c2sc(NC(=O)CCSc3ccccc3)nc12 | -20% | -7% | 17% | -2%[57.1 µM] | 4.3% | 0% | -2%[57.1 µM] | -3% | 6%

Screens from PubChem.

Only part of the results is shown; the hit share may differ from the screen's.
